Bioassay records deposited in PubChem by several laboratories.
GalR3 antagonist – GalR3 antagonists in HEK293 cells, primary screen, cell-based, fluorescence readout. inhibition, % at 3 µM. Galanin receptor type 3 (Homo sapiens), O60755. HEK293 GalR3-CNG cAMP membrane potential fluorescence; galR3 body fused to GalR1 C-terminus. actives 0.44% (n = 360,000);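 active = inhibition above the screen-wide average plus 3 SD, cut at about 13% in these data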;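 also: forskolin and galanin both at EC90 stimulate the cells; cAMP rise reported by CNG channel membrane potential dye signal; 0% = forskolin plus galanin with DMSO and 100% = forskolin alone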
Target sequence (O60755 1-299 limits assumed): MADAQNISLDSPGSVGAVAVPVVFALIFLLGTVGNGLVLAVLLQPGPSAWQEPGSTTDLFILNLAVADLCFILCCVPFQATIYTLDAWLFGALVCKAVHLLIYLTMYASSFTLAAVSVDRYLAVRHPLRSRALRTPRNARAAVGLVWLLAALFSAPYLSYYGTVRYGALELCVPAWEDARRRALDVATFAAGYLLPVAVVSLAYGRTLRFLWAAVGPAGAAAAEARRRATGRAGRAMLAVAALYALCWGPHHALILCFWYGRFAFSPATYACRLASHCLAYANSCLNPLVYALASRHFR
CRFBP-R2 agonist – agonists of CRF-BP/CRF-R2 complex, primary screen, cell-based, HEK293, calcium dye fluorescence, uHTS; CRF-binding protein / CRF receptor 2 complex (human); calcium dye fluorescence (FLIPR); percent of saturating CRF peptide response; actives 0.46% (n = 350,000); AID 588473, 2011; activation, % at 13.2 µM;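 active = activation of at least 50%, plus an integration ratio under a set limit after plate pattern correction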;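 also: plate controls were neutral control wells without compound for no effect and CRF at EC100 for full effect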
CRFR2-BP antag – antagonists of CRF-BP/CRF-R2 complex, primary screen, cell-based, HEK293, calcium dye fluorescence, uHTS. CRF-induced calcium fluorescence. inhibition, % at 11.8 µM. actives 0.59% (n = 350,000). AID 588475, 2011;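 active = inhibition of the ligand-induced calcium signal above about 50% at the single tested concentration, limit read from the data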
Active calls of the source: *.

SMILES	GalR3 antagonist	CRFBP-R2 agonist	CRFR2-BP antag
O=C(c1ccccc1F)N1N=C(C(F)(F)F)CC1(O)c1ccccc1 (centres undefined)	-10	-2.0	14
COC(=O)[C@]1(Cc2ccccc2)N[C@H](CN(C)C(=O)Nc2ccc(C)cc2)[C@@H]2C(=O)N(C)C(=O)[C@@H]21	-3	1.5	-14
C[C@H](CO)N1C[C@H](C)[C@@H](CN(C)C(=O)Nc2ccccc2)Oc2ccc(NC(=O)Cn3cnnn3)cc2C1=O	-7	-0.8	-10
C=CCN(c1ccccc1OC)S(=O)(=O)c1cccc(C(=O)Nc2nnc(C3CC3)s2)c1	0	0.5	-8
COc1ccc(CC(=O)N(CCC2=CCCCC2)c2c(N)n(Cc3ccccc3)c(=O)[nH]c2=O)cc1OC	-3	3.3	-13
CCN(CC(=O)Nc1c(F)cccc1F)C(=O)CCSc1ccc(C)cc1	-3	-2.8	8
CCOc1ccc(OCC(=O)Nc2ccccc2N2CCCC2)cc1	-3	-1.1	3
O=C(NCC(=O)N1CCN(S(=O)(=O)c2ccccc2F)CC1)c1ccc2ccccc2c1	-1	6.6	-8
CC[C@@]1(c2ccccc2OC)ON(c2ccccc2C(F)(F)F)C1=O	1	-0.9	4
O=C(NCC(=O)N1CCN(c2ccccc2F)CC1)c1ccc(Br)o1	4	0.0	2
Cc1ccc(OCCC(=O)OCC(=O)Nc2ccc(F)cc2)cc1	6	-2.7	7
Cc1ccccc1Nc1nc(N)nc(COC(=O)c2ccc3c(c2)OCCO3)n1	-7	-0.4	2
COCCn1c(N)c(N(Cc2ccccc2)C(=O)CSCC(=O)Nc2ccc(OC)cc2)c(=O)[nH]c1=O	-1	1.8	-6
COCC(=O)N(C)C[C@@H]1Oc2cc(-c3ccc(F)cc3)ccc2S(=O)(=O)N([C@H](C)CO)C[C@H]1C	-8	-0.3	1
CN(C)C1=NCCN1CCCCc1ccccc1	-7	-0.4	1

A second format for some results above:
canonical_smiles,GalR3 antagonist,CRFBP-R2 agonist,CRFR2-BP antag
COC(=O)[C@]1(Cc2ccccc2)N[C@H](CN(C)C(=O)Nc2ccc(C)cc2)[C@@H]2C(=O)N(C)C(=O)[C@@H]21,-3,1.5,-14
COCCn1c(N)c(N(Cc2ccccc2)C(=O)CSCC(=O)Nc2ccc(OC)cc2)c(=O)[nH]c1=O,-1,1.8,-6

(list continues)
SMILES	GalR3 antagonist	CRFBP-R2 agonist	CRFR2-BP antag
COc1ccc(NC(=O)CN(C)C(=O)C(NC(=O)c2ccco2)C(C)C)cc1 (centres undefined)	-2	-1.7	11
CN(CC(=O)Nc1ccc(Cl)c(C(F)(F)F)c1)C(=O)CCC(=O)c1ccccc1	-4	-0.3	-1
COc1ccccc1N(CCC#N)C(=O)COC(=O)CCC(=O)c1ccc(F)cc1	-5	1.9	-5
CN(CC(=O)Nc1ccc(F)cc1)C(=O)COC(=O)c1nc(Cl)ccc1Cl	-3	-0.1	-1
CCC/C=C/c1ccc(CN2C(CC(C)C)C(=O)N(Cc3cn(CCC4OCCCO4)nn3)CCS2(=O)=O)cc1 (centres undefined)	-7	0.8	14
COc1ccc(Cl)cc1NC(=O)CN(C)C(=O)C1COc2ccccc2O1 (centres undefined)	-4	-1.9	-8
CC(C)(C)OC(=O)NCCCCCNC(=O)c1nc[nH]c1C(=O)NCC(=O)OCc1ccccc1	-4	-3.2	-10
CCCCn1c(N)c(N(CC(C)C)C(=O)c2cccc(S(=O)(=O)N3CC(C)OC(C)C3)c2)c(=O)[nH]c1=O (centres undefined)	6	4.1	-27
Cc1onc(-c2ccccc2)c1C(=O)OCC(=O)c1ccc[nH]1	2	0.7	7
Nc1c(Br)cc(Br)c2c1C(=O)c1c(cccc1S(=O)(=O)O)C2=O	1	-1.7	10
Cc1onc(-c2ccccc2)c1-c1nnc(COC(=O)c2ccc(N(C)C)cc2)o1	-10	5.3	2
O=C(Nc1ccnn1C1CCNCC1)c1ccc2c(c1)OCO2	1	-0.4	7
O=C(COC(=O)/C=C/c1ccc(C(F)(F)F)cc1)NC1CCS(=O)(=O)C1 (centres undefined)	-3	0.6	7
Cc1ccc(S(=O)(=O)Nc2ccc(C(=O)N3CCN(c4ccccc4O)CC3)cc2)cc1[N+](=O)[O-]	-3	-2.0	7
O=C(CSc1ccc(Br)cc1)NCC1(N2CCCCC2)CCCCC1	-6	-0.6	6

A run of entries from further up, for reference:
SMILES	GalR3 antagonist	CRFBP-R2 agonist	CRFR2-BP antag
Cc1ccccc1Nc1nc(N)nc(COC(=O)c2ccc3c(c2)OCCO3)n1	-7	-0.4	2
COCCn1c(N)c(N(Cc2ccccc2)C(=O)CSCC(=O)Nc2ccc(OC)cc2)c(=O)[nH]c1=O	-1	1.8	-6
COCC(=O)N(C)C[C@@H]1Oc2cc(-c3ccc(F)cc3)ccc2S(=O)(=O)N([C@H](C)CO)C[C@H]1C	-8	-0.3	1
CN(C)C1=NCCN1CCCCc1ccccc1	-7	-0.4	1
COc1ccc(NC(=O)CN(C)C(=O)C(NC(=O)c2ccco2)C(C)C)cc1 (centres undefined)	-2	-1.7	11
CN(CC(=O)Nc1ccc(Cl)c(C(F)(F)F)c1)C(=O)CCC(=O)c1ccccc1	-4	-0.3	-1
COc1ccccc1N(CCC#N)C(=O)COC(=O)CCC(=O)c1ccc(F)cc1	-5	1.9	-5
CN(CC(=O)Nc1ccc(F)cc1)C(=O)COC(=O)c1nc(Cl)ccc1Cl	-3	-0.1	-1
CCC/C=C/c1ccc(CN2C(CC(C)C)C(=O)N(Cc3cn(CCC4OCCCO4)nn3)CCS2(=O)=O)cc1 (centres undefined)	-7	0.8	14
COc1ccc(Cl)cc1NC(=O)CN(C)C(=O)C1COc2ccccc2O1 (centres undefined)	-4	-1.9	-8
CC(C)(C)OC(=O)NCCCCCNC(=O)c1nc[nH]c1C(=O)NCC(=O)OCc1ccccc1	-4	-3.2	-10
CCCCn1c(N)c(N(CC(C)C)C(=O)c2cccc(S(=O)(=O)N3CC(C)OC(C)C3)c2)c(=O)[nH]c1=O (centres undefined)	6	4.1	-27
Cc1onc(-c2ccccc2)c1C(=O)OCC(=O)c1ccc[nH]1	2	0.7	7
Nc1c(Br)cc(Br)c2c1C(=O)c1c(cccc1S(=O)(=O)O)C2=O	1	-1.7	10
Cc1onc(-c2ccccc2)c1-c1nnc(COC(=O)c2ccc(N(C)C)cc2)o1	-10	5.3	2
O=C(Nc1ccnn1C1CCNCC1)c1ccc2c(c1)OCO2	1	-0.4	7

Carrying on:
SMILES	GalR3 antagonist	CRFBP-R2 agonist	CRFR2-BP antag
COc1ccccc1-c1cccc([C@@H]2C[C@H]3[C@H](CON3C)CN2Cc2ccccc2)c1	-10	-1.4	3
Cc1ccccc1OCC(=O)NNC(=O)Cc1ccc(S(=O)(=O)N2CCOCC2)s1	-4	0.1	-7
C[C@H]1CN([C@@H](C)CO)S(=O)(=O)c2ccc(C#CC(C)(C)O)cc2O[C@H]1CN(C)Cc1ccccc1	0	3.3	-10
CC1(C)CC(=O)C=C(c2ccc(-c3cccc4c3sc3ccccc34)cc2)C1=O	-4	2.6	-3
Oc1ccc(-c2csc(Nc3ccc4c(c3)OCO4)n2)c(O)c1	-4	-1.1	4
CC(C)(C)OC(=O)NCCc1onc(-c2ccccc2F)c1C(=O)O	1	-0.3	-11
CC(C(=O)O)N(c1ccccc1Cl)S(C)(=O)=O (centres undefined)	4	-2.1	3
COc1ccc([N+](=O)[O-])cc1NS(=O)(=O)c1cc(C(=O)NCc2cccnc2)ccc1Cl	-6	-1.1	2
CCOC(=O)c1[nH]c(C)c(C(=O)OCC(=O)NCc2ccc(OC)c(OC)c2)c1C	4	-0.8	0
CCCCCCN1C[C@@H](O)[C@H](n2cc(-c3ccc(F)cc3)nn2)C[C@@H]1c1ccc(OC)cc1	-7	5.1	-5
CCOC(=O)c1ccc(S(=O)(=O)NNC(=O)Cc2csc(C)n2)cc1	-4	0.0	-3
Cc1ccc(S(=O)(=O)N(C)C)cc1NC(=O)COC(=O)CNC(=O)c1cccs1	-5	-0.8	6
O=C(CSc1ncnc2sccc12)NCc1ccc2c(c1)OCO2	-3	-0.3	5
CCOC(=O)C(C#N)=CN1CCN(C(=O)CCCl)c2ccccc21	-6	-3.2	9
Cc1ccc(-c2noc(CN(C)C(=O)c3ccc(Br)o3)n2)cc1	-4	-2.0	2
COc1ccc(C(=O)Nc2cc(S(=O)(=O)N3CCCC3)ccc2Cl)cc1	-7	-0.9	10
O=C(O)c1cccc(NS(=O)(=O)c2ccc(Cl)c(C(=O)Nc3cccc([N+](=O)[O-])c3)c2)c1	1	-0.9	6
COc1cccc(NC(=O)C(C)(C)C)c1	-8	-2.2	2
Cc1ccn2c(=O)nc(SCC(=O)N3N=C(c4cccs4)CC3c3ccc(F)cc3)nc2c1 (centres undefined)	-4	-0.4	3
Cc1cc(C(=O)OCC(=O)Nc2ccccc2Cl)c(C)o1	-7	-0.7	11
CC(=O)Nc1ccc(S(=O)(=O)Nc2ccc(N3CCCCC3)cc2)cc1	-5	-1.0	2
CCOC(=O)C1=C(COC(=O)CCNS(=O)(=O)c2ccc(NC(C)=O)cc2)NC(=O)NC1C (centres undefined)	3	0.9	3
Cc1c(NC(=O)C(C)SC(=S)N2CCCC2)c(=O)n(-c2ccccc2)n1C (centres undefined)	-5	-0.1	-6
Cc1ccc(C(CC(=O)O)NC(=O)c2ccc(S(=O)(=O)N3CCCC3)cc2)cc1 (centres undefined)	1	1.0	-4
CN(C(=O)c1cccc(NC(=O)Cc2cccc([N+](=O)[O-])c2)c1)C1CCC1	-3	-1.0	4
CC1CC1C(=O)OCC(=O)NC(=O)c1ccc(C(C)(C)C)cc1 (centres undefined)	-1	-2.8	6
Cc1cc(C(=O)Nc2cccc3c2O[C@@H](CN(C)S(=O)(=O)c2ccccc2)[C@H](C)CN([C@@H](C)CO)C3=O)n(C)n1	-4	1.1	-1
CCc1ccc(NC(=O)C(=O)NCC2CCCN2S(=O)(=O)c2cccs2)cc1 (centres undefined)	-5	1.6	-19
O=C(Nc1nc(-c2ccco2)c(-c2ccco2)s1)c1ccco1	-4	2.3	6
CCCc1ccc(C(=O)CN2C(=O)C(=O)N(C3CCCC3)C2=O)cc1	-4	-0.4	-4
CCn1nc(C(=O)Nc2cccc(S(=O)(=O)N3CCCC3)c2)c2ccccc2c1=O	0	-0.7	-14
COc1ccc2nc(N3CCN(C(=O)c4ccc([N+](=O)[O-])o4)CC3)sc2c1	-5	-1.3	26
COc1cc2c(cc1CNC[C@H]1O[C@@H](n3ccc(N)nc3=O)[C@H](O)[C@@H]1O)OCO2	-6	1.5	41
Nn1c(COc2ccccc2F)nnc1SCC(=O)NCC1CCCO1 (centres undefined)	-5	0.2	11
CC1(C)N=C(N)NC(Nc2ccc(Cl)cc2)=N1	-6	0.5	4
COc1cc(C(=O)OCC(=O)N(CC(C)C)C2CCS(=O)(=O)C2)cc(OC)c1C (centres undefined)	-3	-4.2	4
COc1cccc(NC(=O)[C@@H]2CCCN2S(=O)(=O)c2cccc3cccnc23)c1	-8	-4.6	-4
COC(=O)c1sc(S(=O)(=O)N2CC(C)OC(C)C2)c(C(=O)OC)c1C (centres undefined)	-2	-0.8	0
C=CCn1c(SCC(=O)Nc2c(C)n(C)n(-c3ccccc3)c2=O)nnc1-c1ccncc1	-7	-1.0	13
COc1ccc2c(c1)sc(=NC(=O)CS(=O)(=O)c1ccc(F)cc1)n2C	-3	1.8	-7
Cc1sc2ncnc(N3CCC(C(=O)Nc4nc(-c5cccs5)cs4)CC3)c2c1C	-1	-0.7	1
CC(=O)Nc1cccc(NC(=O)CSc2nnc3ccccn23)c1	-1	-0.2	7
Cc1csc(=O)n1CC(=O)OCc1nnc(-c2ccc([N+](=O)[O-])cc2)o1	-3	0.8	-7
COc1ccc(NS(=O)(=O)c2ccc(C(=O)N3CCC(C)CC3)cc2)cc1	-5	65*	-9
Cc1ccc(NC(=O)CN(C)C(=O)Cc2ccc3c(c2)CCC3)cc1	-5	0.7	-1
COc1ccccc1C(CNC(=O)c1cccc(S(=O)(=O)N2CCCc3ccccc32)c1)N(C)C (centres undefined)	-5	-1.3	-12
COc1ccc(S(=O)(=O)N(C)C[C@H]2OCc3cnnn3CCCC(=O)N([C@@H](C)CO)C[C@H]2C)cc1	-7	-0.9	-11
CCCCCN(C(=O)CCC(=O)OCc1cccc(C)c1)c1c(N)n(CCCC)c(=O)[nH]c1=O	-2	0.1	18

An excerpt; count on the stated rates, not on these rows.
